All columns: NCI-60 one-dose screen, growth in % after 48 h at 10 µM unless noted; 100 = growth as untreated, 0 = no growth, -100 = all killed.
SK-OV-3: SK-OV-3 ovarian cancer cells | hit rate 3.2% among 80,000 | AID 1794785
NCI-H322M: NCI-H322M lung cancer; hit rate 2.7% among 80,000
NCI-H226: NCI-H226 lung cancer; hit rate 3.5% among 79,000
NCI-H460: NCI-H460 lung cancer | hit rate 6.8% among 82,000
NCI/ADR-RES: NCI/ADR-RES ovarian cells; AID 1794790; hit rate 4.4% among 81,000
NCI-H522: NCI-H522 lung cancer. hit rate 8% among 78,000. AID 1794739
OVCAR-4: OVCAR-4 ovarian cancer cells | hit rate 3.7% among 80,000 | AID 1794784
IGROV1: IGROV1 ovarian cancer; hit rate 4.7% among 79,000; AID 1794786
NCI-H23: NCI-H23 lung cancer; hit rate 4% among 80,000
An asterisk follows results filed as active; · = no result given; & = joins results of further samples; [ ] = remark or other dose. How the source made its calls: active means growth percent below 10; inactive means the rest. This is a random part of the collection; 11% or so of the library scored in one or more.

SMILES | SK-OV-3 | NCI-H322M | NCI-H226 | NCI-H460 | NCI/ADR-RES | NCI-H522 | OVCAR-4 | IGROV1 | NCI-H23
CS(=O)(=O)Oc1ccc(-c2cn3ccsc3n2)cc1 | 119.2 | 106.2 | 99.8 | 106.8 | 103.3 | 93.3 | 107.3 | 105.7 | 97.4
COc1cc(NCC(O)CN2CCCCC2C)c2ncccc2c1 (stereo unspecified) | 101.4 | 90.7 | 92.2 | 86.1 | 94.9 | 87.4 | 48.2 | 88.0 | 86.3
O=[N+]([O-])c1cc(F)ccc1Nc1ccc(F)cc1 | 109.0 | 99.2 | 94.7 | 111.4 | 101.6 | 105.9 | 114.9 | 111.9 | 105.3
O=C1OC(c2ccccc2)=C/C1=C/c1ccccc1O | · | 109.9 | 110.4 | 105.1 | 102.7 | 85.1 | · | 102.3 | 97.6
COc1ccc(-n2c(SCc3n[nH]c(=S)n3C(=O)c3ccc(Br)cc3)nc3ccc(Cl)cc3c2=O)cc1 | 73.2 | 75.3 | 58.5 | 47.3 | 40.6 | 82.7 | 71.2 | 84.8 | 83.8
Cc1ccc2oc(=O)cc(C3=NCCc4c3[nH]c3ccccc43)c2c1 | 97.2 | 85.8 | 78.2 | 80.6 | 105.3 | 74.6 | 84.4 | 86.7 | 79.5
CS(=O)(=O)Nc1ccc(CNC(=O)c2ccccc2Nc2ccnc(C(F)(F)F)c2)cc1 | 103.1 | 95.2 | · | 102.2 | 95.8 | 84.4 | 95.7 | 100.2 | 98.3
Cc1cc(N2CCN(CC(=O)Nc3ccc4c(ccn4C)c3)CC2)nc(N2CCC(C)CC2)n1 | · | 93.8 | 93.0 | 100.8 | 86.1 | 81.7 | 97.0 | 92.9 | 87.8
COc1ccc(-n2c(SCc3nnc(NC(=O)c4ccc(Br)cc4)s3)nc3ccc(Cl)cc3c2=O)cc1 | 84.8 | 103.2 | 75.2 | 102.7 | 98.2 | 89.5 | 94.4 | 103.8 | 97.2
ClC/C=C/CSc1ncnc2c1ncn2C/C=C/CCl | 101.4&111.3 | 109.1&116.2 | 89.7&103.5 | 30.4&102.9 | 93.6&101.0 | 77.2&98.8 | 102.2&93.3 | 72.8&98.2 | 83.3&98.4
COc1cccc(C2=NN(c3ccc(-c4ccccc4)nn3)C(c3ccccc3F)C2)c1 (stereo unspecified) | 89.7 | 88.6 | 74.4 | 94.4 | 94.3 | 86.5 | 82.6 | 61.6 | 86.2
O=C1C[C@@H](c2ccccc2)Oc2c(Cc3ccccc3O)c(O)c(Cc3cc(Cc4cc(Cc5ccccc5O)ccc4O)ccc3O)c(O)c21 | 102.7 | 110.0 | 86.0 | 103.7 | 106.3 | 106.9 | 99.6 | 82.6 | 94.7
CCOC(=O)C(=O)Nc1ccc2c(ccn2C(=O)c2cccc(F)c2)c1 | 102.7 | 93.8 | 97.2 | 100.2 | 100.3 | 96.1 | 101.4 | 103.3 | 95.8
Cc1cc(Cl)cc2sc(C(=O)O)c(N)c12 | 98.8 | 111.2 | 103.0 | 111.9 | 103.9 | 94.7 | 130.2 | 111.1 | 91.7
Cc1nonc1-c1ccc2c(c1)OCO2 | 107.2&97.3 | 124.2&113.4 | 94.3 | 105.9&105.7 | 97.7 | 103.5&102.3 | 97.2&108.0 | 115.7&107.8 | 112.2&91.5
CC(=O)Nc1c(Cl)cc(Cl)cc1Cl | 102.7 | 110.0 | 101.0 | · | 102.4 | 93.0 | 117.6 | 109.5 | 100.1
CC(CN(C)C)Sc1nnc(SC(C)CN(C)C)s1 (stereo unspecified) | 103.3 | 115.5 | 95.3 | 103.8 | 114.0 | 106.6 | 103.1 | 112.2 | 109.6
C#Cc1cccc(NC(=O)Nc2ccc(NC(=O)C=C)cc2)c1 | 109.1[8.25 µM] | 89.7[8.25 µM] | 99.7[8.25 µM] | 104.3[8.25 µM] | 106.0[8.25 µM] | 85.4[8.25 µM] | 93.9[8.25 µM] | 109.6[8.25 µM] | 101.7[8.25 µM]
COC(=O)c1ccc(/C=C(\C#N)c2cc3ccccc3[nH]2)cc1 | · | 97.9 | · | 103.5 | 101.8 | · | 92.8 | 100.9 | 100.8
O=C(O)c1cc(-c2ccc(F)cc2)c2sc(=O)[nH]c2n1 | 96.0 | 96.2 | 109.0 | 118.6 | 106.2 | 62.3 | 109.8 | 99.1 | 95.4

7 successive records out of the list so far, for reference:
SMILES | SK-OV-3 | NCI-H322M | NCI-H226 | NCI-H460 | NCI/ADR-RES | NCI-H522 | OVCAR-4 | IGROV1 | NCI-H23
O=C1OC(c2ccccc2)=C/C1=C/c1ccccc1O | · | 109.9 | 110.4 | 105.1 | 102.7 | 85.1 | · | 102.3 | 97.6
COc1ccc(-n2c(SCc3n[nH]c(=S)n3C(=O)c3ccc(Br)cc3)nc3ccc(Cl)cc3c2=O)cc1 | 73.2 | 75.3 | 58.5 | 47.3 | 40.6 | 82.7 | 71.2 | 84.8 | 83.8
Cc1ccc2oc(=O)cc(C3=NCCc4c3[nH]c3ccccc43)c2c1 | 97.2 | 85.8 | 78.2 | 80.6 | 105.3 | 74.6 | 84.4 | 86.7 | 79.5
CS(=O)(=O)Nc1ccc(CNC(=O)c2ccccc2Nc2ccnc(C(F)(F)F)c2)cc1 | 103.1 | 95.2 | · | 102.2 | 95.8 | 84.4 | 95.7 | 100.2 | 98.3
Cc1cc(N2CCN(CC(=O)Nc3ccc4c(ccn4C)c3)CC2)nc(N2CCC(C)CC2)n1 | · | 93.8 | 93.0 | 100.8 | 86.1 | 81.7 | 97.0 | 92.9 | 87.8
COc1ccc(-n2c(SCc3nnc(NC(=O)c4ccc(Br)cc4)s3)nc3ccc(Cl)cc3c2=O)cc1 | 84.8 | 103.2 | 75.2 | 102.7 | 98.2 | 89.5 | 94.4 | 103.8 | 97.2
ClC/C=C/CSc1ncnc2c1ncn2C/C=C/CCl | 101.4&111.3 | 109.1&116.2 | 89.7&103.5 | 30.4&102.9 | 93.6&101.0 | 77.2&98.8 | 102.2&93.3 | 72.8&98.2 | 83.3&98.4

Further results follow.
SMILES | SK-OV-3 | NCI-H322M | NCI-H226 | NCI-H460 | NCI/ADR-RES | NCI-H522 | OVCAR-4 | IGROV1 | NCI-H23
Cc1cc(C)n2nc(NC(=O)c3ccccc3)c(C#N)c2n1 | 93.2 | 99.7 | 88.8 | 108.7 | 104.7 | 98.8 | 107.4 | 82.1 | 92.2
Cc1c(-c2csc(N/N=C/c3ccco3)n2)nnn1-c1ccc([N+](=O)[O-])cc1 | 92.8 | 97.0 | 104.1 | 107.5 | 103.8 | 86.8 | 102.2 | 108.6 | 107.9
COc1cc(C)cc(C(O)Cc2cccc(-c3ccc(N(C)C)cc3C)n2)c1 (stereo unspecified) | 98.5 | 91.4 | 87.5 | 88.6 | 90.4 | 89.5 | 94.0 | 83.9 | 92.0
CN1CCCC1CN1CCCC1 (stereo unspecified) | 107.3 | 101.4 | 107.1 | · | 103.6 | 85.1 | 123.9 | 101.0 | 96.6
C[C@H]1[C@H](C)CC[C@]2(C(=O)N3CCNCC3)CC[C@]3(C)C(=CC[C@@H]4[C@@]5(C)CCC(=O)C(C)(C)[C@@H]5CC[C@]43C)[C@H]12 | 97.6 | 93.0 | 95.0 | 107.6 | 97.3 | 79.3 | 91.7 | 96.7 | 101.6
O=C(O)c1ccccc1Nc1ccccc1[N+](=O)[O-] | 103.6 | 111.1 | 116.7 | 118.1 | 125.1 | 103.5 | 103.6 | 102.1 | 125.0
O=C(Nc1ccncc1)C(=O)c1cn(S(=O)(=O)c2ccc(C(F)(F)F)cc2)c2ccccc12 | 93.2 | 98.1 | 120.9 | 88.7 | 88.8 | 74.0 | 90.9 | 84.9 | 80.4
CC(C)c1ccc(C(=O)Nc2sc3c(c2C(N)=O)CCC(=O)C3=O)cc1 | 89.4 | 103.9 | 86.6 | 97.5 | 97.4 | 84.0 | 91.5 | 72.4 | 81.3
CC(=O)N1N/C(=C2/C(C)=NC(=S)NC2c2ccccc2)CC1c1ccccc1O (stereo unspecified) | 102.3 | 107.8 | 97.7 | 104.7 | 100.0 | 88.9 | 118.6 | 93.5 | 95.5
CCn1cc(-c2ccnc(NCCCNS(=O)(=O)c3ccc(Br)cc3)c2)c(-c2cccc(OC)c2)n1 | 51.9 | 95.3 | 82.8 | 80.2 | 64.4 | 61.1 | 59.7 | 80.1 | 91.6
O=C(CCCCCCN1CC(=O)N2[C@@H](c3ccccc3Br)c3[nH]c4ccccc4c3C[C@H]2C1=O)NO | 75.5 | 66.1 | 99.7 | 51.8 | 83.7 | -5.7* | 88.1 | 48.3 | 63.9
Cc1c(C(=O)C2CC2c2ccccc2)nnn1-c1ccccc1 (stereo unspecified) | 103.7 | 107.5 | 96.5 | 97.6 | 102.1 | 67.2 | 90.2 | 110.7 | 102.6
CC1Cc2c(NCc3ccccc3)ncnc2N2CCCc3cccc1c32 (stereo unspecified) | 107.8 | 89.3 | 92.1 | 98.3 | 101.6 | 75.4 | 79.3 | 79.5 | 92.9
CC12CCC3C4(C)COC(c5ccc(F)cc5)OC4CCC3(C)C1CC(C1=CCOC1=O)O2 (stereo unspecified) | 92.0 | 95.7 | 86.5 | 94.0 | 93.8 | 75.0 | 58.9 | 93.3 | 85.4
Cc1c2ccccc2nc2ccccc12 | 89.7 | 96.2 | 106.5 | 107.6 | 103.8 | 97.9 | 103.7 | 105.2 | 96.5
Cc1sc2nc3nc(Nc4ccccc4)[nH]n3c(=O)c2c1C | 95.8 | 116.8 | 72.7 | 110.5 | 111.0 | 94.5 | 106.0 | 108.5 | 101.6
O=S(Nc1ccccc1)c1cccc(Cl)c1 (stereo unspecified) | 99.7 | 103.0 | 92.9 | 80.2 | 119.5 | 70.3 | 106.8 | 108.6 | 111.2
OCC#CCOCC(O)CCl (stereo unspecified) | 97.7 | 96.6 | 101.0 | 106.7 | 103.6 | 89.2 | 112.1 | · | 105.4
COc1ccc2ccccc2c1/C=C1\SC(=Nc2ccc(O)cc2)NC1=O | 29.6 | 32.7 | -5.1* | 11.1 | -5.8* | -24.0* | 56.2 | 11.3 | 19.3
O=C(O)c1cc2c(ncc3c(=O)n(-c4ccccc4)[nH]c32)s1 | 102.1 | 105.8 | 100.0 | 106.5 | 107.0 | 103.3 | 102.6 | 108.1 | 97.0
CC1O[C@@H](OC2[C@H](OC(=O)/C=C/c3ccc(O)c(O)c3)C(COC3O[C@H](C)C(O)C(O)[C@@H]3O)O[C@@H](OCCc3ccc(O)c(O)c3)[C@H]2O)[C@@H](O)C(O)[C@H]1O (stereo partly specified) | 90.3 | 89.4 | 112.3 | 109.3 | 115.6 | 86.6 | 104.2 | 101.5 | 100.9
O=C1CSC2=N/C(=C\c3ccc(Cl)cc3)C(=O)N12 | 99.1 | 106.0 | 107.7 | 103.5 | 102.9 | 74.3 | 99.5 | 114.7 | 106.0
N=c1ccn(O)cc1CCc1ccccc1 | 122.5 | 112.1 | 96.5 | 108.9 | 104.4 | 98.4 | 99.3 | 111.9 | 93.7
COc1ccc(NC(=S)Nc2ccc(Nc3ncnc4sc5c(c34)CCN(C(=O)OC(C)(C)C)C5)cc2)cc1 | 62.8 | 97.0 | 80.9 | 94.6 | 101.9 | 62.4 | 102.7 | 85.4 | 93.7
Nc1ccc(S(=O)(=O)c2ccc(N)c(Cl)c2)cc1 | 115.3 | 123.8 | 103.2 | 103.0 | 105.4 | 107.0 | 115.9 | 121.6 | 97.6
CCOC(=O)c1nn(-c2ccc(C)cc2)c(=O)c2c(N)c(C#N)c(-c3ccccc3)c(S)c12 | · | 93.0 | 89.0 | 98.9 | 88.3 | 84.9 | 78.1 | 74.9 | 90.1
O=[N+]([O-])c1ccc2nc(CCl)[nH]c2c1 | 44.7 | 88.7 | 82.1 | 65.3 | 89.1 | 91.5 | 82.5 | 86.4 | 85.3
OC1(c2ccccc2)OC(c2ccccc2)CN(Cc2ccccc2)C1c1ccccc1 (stereo unspecified) | 103.0 | 104.3 | 87.5 | 95.0 | 93.3 | 76.3 | 103.1 | 106.5 | 91.5
Cc1cccc(/C=C2\Oc3cc(C)c(Cl)c(C)c3C2=O)c1 | · | 97.1 | · | 93.9 | 89.3 | 78.3 | 72.1 | 52.8 | 94.2
C[n+]1ccccc1/C=C\c1ccccc1Cl | 110.9 | 102.9 | 100.6 | 105.4 | 103.1 | 101.3 | 102.3 | 113.1 | 97.3
Cc1c(-c2ccccc2)nc2c3ccccc3ncn2c1=O | 101.7 | 91.3 | 91.6 | 105.5 | 96.0 | 58.1 | 98.8 | 76.6 | 94.6
O=C(CCCCCCC(=O)Nc1ccc(C(=O)/C=C/c2cn(-c3ccccc3)nc2-c2ccc([N+](=O)[O-])cc2)cc1)NNc1ccccc1 | 88.4 | 98.0 | 94.4 | 100.2 | 97.5 | 89.1 | 103.0 | 81.8 | 95.3
COc1ccc(/C=C(/C(=O)c2ccccc2)c2ccccc2)cc1 | 112.0 | 98.7 | 99.9 | 103.4 | 81.4 | · | 95.6 | 89.8 | 85.8
CCCc1cc2cc(-n3nc(C)c4c3CC(C)(C)CC4=O)cc(NC3CCSCC3)c2c(=O)[nH]1 | · | 63.4 | 90.2 | 66.5 | 82.2 | 47.7 | 97.5 | 74.1 | 36.8
O=C(O)CC1CCCCCC1 | 101.6 | 98.6 | 107.0 | 105.7 | 108.8 | · | · | 108.5 | 104.8
CCOC(=O)C1=C(NC)OCC1=O | 109.9 | 100.2 | 96.3 | 101.3 | 105.2 | 96.7 | 111.9 | 112.6 | 99.9
O=C(O)CCC(=O)OCCN(Cc1ccc(Oc2ccc([N+](=O)[O-])cc2)cc1)C(=O)C(Cl)Cl | 116.8 | 118.6 | 99.3 | 111.8 | 107.9 | 87.3 | 104.2 | · | 97.3
Cc1nc(-c2ccc(F)cc2)ccc1NC(=O)Nc1ccc2c(c1)OCO2 | 106.9 | 107.1 | 95.6 | 105.0 | 105.4 | 55.6 | 129.2 | 116.8 | 108.7

Source: PubChem (NCI)
